# Screens (PubChem)
# Shiga inhibitor = Shiga toxin inhibition; inhibition, % at 38.7 µM; Vero cells, Shiga toxin protein synthesis inhibition reporter; AID 2315; 290,000 tested, 9.2% active; in the data active = inhibition mostly above about 28%, no sharp cut-off; inactive = mostly below about 43%; also: 0% is about no effect
# FBPA Giardia inh = Giardia lamblia aldolase inhibition; A8B2U2; purified Giardia FBPA; Potency, µM (top dose mostly 59.6 µM), for inactives: top-dose activity, negative = inhibition, most hits filed as inhibitors; 290,000 tested, 0.71% active; also: potency is read from the fitted curve at half-maximal effect; % is scaled to controls: 0 for no effect and ±100 for the full control effect; nearly all actives have a fitted effect of over 55% in size
# Target sequence (A8B2U2 whole entry, looked up): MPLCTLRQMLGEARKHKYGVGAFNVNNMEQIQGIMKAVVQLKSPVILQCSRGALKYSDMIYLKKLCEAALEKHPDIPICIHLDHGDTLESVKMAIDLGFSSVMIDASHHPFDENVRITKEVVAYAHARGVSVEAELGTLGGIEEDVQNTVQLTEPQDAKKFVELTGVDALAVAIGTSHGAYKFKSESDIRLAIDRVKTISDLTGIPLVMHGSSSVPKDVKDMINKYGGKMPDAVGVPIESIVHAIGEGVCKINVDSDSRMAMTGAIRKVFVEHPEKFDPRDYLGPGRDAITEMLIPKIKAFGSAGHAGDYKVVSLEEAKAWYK
#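 40 nM FBPA preincubated 10 min at RT with compound (up to 57.5 uM final), then substrate plus GAPDH/TPI/NAD/arsenate coupling and diaphorase/resazurin added. Fluorescence read after 20 min at RT, 525/598 nm.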
# AmpC no deterg = blocks E. coli AmpC beta-lactamase in detergent-free assay; P00811; AmpC nitrocefin hydrolysis, absorbance 480 nm, 0.0001% Triton; Potency, µM (top dose mostly 57.1 µM), without a hit: at the top dose activity change, negative = inhibition, most hits filed as inhibitors; 330,000 tested, 0.52% active;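 also: potency is read from the fitted curve at half-maximal effect; plate controls were no compound for no effect and no enzyme for full effect; nearly all actives have a fitted effect of over 20% in size; some results filed as inactive show a strong effect at the top dose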
# Target sequence (P00811 whole entry, looked up): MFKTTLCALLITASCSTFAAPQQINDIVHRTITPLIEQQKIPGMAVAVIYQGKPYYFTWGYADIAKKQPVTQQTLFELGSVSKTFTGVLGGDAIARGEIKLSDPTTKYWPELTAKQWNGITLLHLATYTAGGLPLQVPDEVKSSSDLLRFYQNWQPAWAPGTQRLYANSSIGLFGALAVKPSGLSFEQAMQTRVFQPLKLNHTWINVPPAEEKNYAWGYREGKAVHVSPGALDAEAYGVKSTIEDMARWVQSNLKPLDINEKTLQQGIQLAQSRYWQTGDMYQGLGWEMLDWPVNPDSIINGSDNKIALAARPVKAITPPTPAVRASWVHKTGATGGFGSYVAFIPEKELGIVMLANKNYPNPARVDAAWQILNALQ
#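 20 mM phosphate pH 7.0 + 0.01% (detergent screen) or 0.0001% Triton X-100; 5.3 nM AmpC reagent; cpd preinc 15 min RT; nitrocefin (800 uM stock) to start; A480 q20 s × 4 min; Activity was normalised to no-enzyme and no-compound control wells.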
# AMA1 RON2 block = AMA1-RON2 (P. falciparum) interaction inhibition; AlphaScreen AMA1-biotinylated RON2 peptide binding; Potency, µM (series often up to 58.2 µM), for the others: at the highest dose activity change, negative = inhibition, actives largely listed as inhibitors; 360,000 tested, 0.2% active; AID 720542;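 also: potency is read from the fitted curve at half-maximal effect; 0% = vehicle wells and -100% = peptide control; nearly all actives have a fitted effect of over 45% in size; some results filed as inactive show a strong effect at the top dose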
#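 AMA1 (3D7) with his tag at 25 nM final met compounds first, then biotinylated RON2 peptide at 25 nM; detection used donor plus acceptor beads, 10 µg/mL apiece, read by AlphaScreen after 30 min at room temperature.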
# HCMV inh = blocks human cytomegalovirus replication | HFF cells, HCMV-luciferase reporter, 72 h; active compounds read low | activity change, negative = inhibition, % at 57.5 µM | 410,000 tested, 4.5% active | AID 1259415; in the data active = activity change below about -60%; inconclusive = no clear call, values can overlap the other calls; inactive = above about -39%; also: % is scaled to controls: 0 for no effect and ±100 for the full control effect
#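 HFF cells seeded 16 h at 37C, treated with compounds, infected with luciferase-reporter HCMV at MOI 1 PFU/cell; luciferase read at 72 h post infection, normalized to buffer-only and Salinomycin controls.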
# AmpC inh detg = blocks E. coli AmpC beta-lactamase in detergent assay. AID 485294. Potency, µM (series often up to 114 µM), without a hit: top-dose activity change, negative = inhibition, hits mostly inhibitors. 370,000 tested, 0.041% active. AmpC hydrolysis of nitrocefin, absorbance 480 nm, 0.01% Triton. P00811;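 also: potency is read from the fitted curve at half-maximal effect; 0% = no-compound wells and -100% = no-enzyme wells; nearly all actives have a fitted effect of over 25% in size; some results filed as inactive show a strong effect at the top dose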
#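 AmpC (5.3 nM in the dispensed reagent) in 20 mM phosphate pH 7.0 with 0.01% (detergent screen) or 0.0001% Triton X-100 was preincubated with compounds for 15 min at room temperature. Nitrocefin was then added from an 800 uM solution, and hydrolysis was followed at 480 nm.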
# CHX counter = counter-screen hit for Shiga toxin inhibitors, cycloheximide; cell reporter, cycloheximide protein synthesis inhibition counterscreen; max response, %; 300,000 tested, 12% active; in the data active = max response mostly above about 13%, no sharp cut-off; inactive = mostly below about 14%; also: read at 38.3 µM for the half of the compounds with a filed dose; 0% is about no effect
# Numbers without * were called inactive; ? = inconclusive; / = not tested or not shown; & = joins results of further samples; [ ] = remark or other dose. Unless noted, calls follow the shape of the dose curve; as a rule, active = well fitted curve in the direction sought with a large enough effect; inconclusive = small, poorly fitted or top-dose-only effect, or another doubt; inactive = no such curve, though single readings can be large; an effect the other way counts as inactive or inconclusive.
canonical_smiles	Shiga inhibitor	FBPA Giardia inh	AmpC no deterg	AMA1 RON2 block	HCMV inh	AmpC inh detg	CHX counter
CC(C)(C)OC(=O)N1CC=C2C(C#N)=C(N)C(C#N)(C#N)C(c3cccs3)C2C1 (stereo unspecified)	8	?	-39%	9%	43	0%	-1
COCCN(C(=O)CCCc1nc2ccccc2s1)c1c(N)n(CC(C)C)c(=O)[nH]c1=O	/	/	-8%	1%	0	0%	/
Cc1ccc(N2CCN(C(=S)Nc3ccc(Cl)cc3)CC2)cc1	13	-2%	-9%	-4%	-26	1%	0
CCOC(=O)C1=C(CN2CCCCC2)NC(=O)NC1c1cc(C)ccc1C (stereo unspecified)	-5	0%	-14%	-1%	1&32	?	-2
COC(=O)[C@@]1(Cc2ccc(OC)cc2)[C@H]2c3cc(C(=O)N(C)C)n(CCc4ccc(OC)c(Br)c4)c3C[C@H]2CN1C(=O)c1ccccc1	-13	1%&-6%	211%[activator]	/	/	-12%	-3
O=C1CCN(N=Nc2cccc(Cl)c2)N1	-2	-13%	-27%	/	/	-2%	-4
CCc1ccccc1NC(=O)CN(C)Cc1c(O)ccc2ccccc12	-4	-12%	-28%	7%	-23	-14%	-2
O=C(/C=C/c1ccc(Cl)cc1Cl)NCc1ccncc1	58	22%	50%	12%	2	6%	30*
CCOC(=O)c1sc(NC(=O)c2ccc(=O)[nH]c2)nc1C	3	-2%	-8%	-27%	-18	0%	-3
CCc1ccc(NS(=O)(=O)c2c(C(=O)N3CCCCCC3)c(C)n(C)c2C)cc1	6	3%	68%[activator]	-4%	?	3%	2
CCOC(=O)c1nnn(-c2nonc2-n2cccc2)c1CN1CCOCC1	-10	-1%	60%	25%	-19	-4%	-3
CC(NC(=O)CSc1ncn[nH]1)c1ccc(Cl)cc1Cl (stereo unspecified)	-8	-8%	-27%	4%	-61*	-7%	-3
Cc1ccc(NC(=O)c2cc(=O)c3ccccc3o2)cc1S(=O)(=O)N1CCCCC1	-2	/	-25%	-13%	-69*	-3%	4
CN(C)S(=O)(=O)c1cccc(NC(=S)NCCc2ccccn2)c1	17	-13%	-10%	9%	1	-1%	9
Cc1cc(N=Cc2c(O)n(-c3ccc4c(c3)OCO4)c(=O)c3ccccc23)ccn1	-9	-2%	13%	-12%	-92*	?	9
O=C(Nc1cccc(-c2cnc3ccccc3n2)c1)c1ccncc1	36	-1%	-1%[2.29 µM]	7%	5	-9%	23*
CCN1CCCc2cc(CN(CCN3CCOCC3)C(=S)Nc3ccc(OC)c(OC)c3)ccc21	-19	-18%	41%	-10%	-2	7%	-3
CC(C)(C)NC(=O)COC(=O)c1ccc(Cl)cc1O	8	0%	-3%	26%	1	-6%	10
NS(=O)(=O)c1ccc(CCNC(=O)COC(=O)c2cc([N+](=O)[O-])ccc2N2CCOCC2)cc1	/	/	98%[activator]	0%	-20	?	/
CCOC(=O)c1n[nH]n2c1nc(=S)c1ccccc12	-4	-5%	-13%	89%[activator]	-10	-7%	-1
COc1ccc(NS(=O)(=O)c2cccc(C(=O)NCc3ccco3)c2)cc1	/	/	-38%	-15%	-3	?	/
CC1=NN(C(N)=S)C(=O)C1N=Nc1ccc(S(N)(=O)=O)cc1 (stereo unspecified)	/	18%	-25%	115%[activator]	-10	?	-3
CCOc1c(Br)cc(CNc2ncn[nH]2)cc1OC	-10	-4%	-12%	5%	11	6%	-3
O=C1NC(c2ccccc2)=CC(c2ccccc2)N1 (stereo unspecified)	24	1%	-7%	22%	-3	0%	-1
CCOC(=O)CSc1nc2sc(C)c(C)c2c(=O)n1C	0	0%	-9%	8%	-14	2%	-4
COc1cc(C2N(c3ccccc3)CCN2c2ccccc2)ccc1OC(C)=O	56	-14%	-6%	-2%	-63*	-9%	47*
COCCn1c(SCC(=O)NC2CCCC2)nnc1C(C)C	3	-6%	-8%	3%	12	-4%	-3
Cc1cc(C)c(S(=O)(=O)N2CCN(C(=O)N(C)C)CC2)c(C)c1	16	-5%	-21%	10%	8	-2%	-5
S=C(Nc1ccc2c(c1)OCCO2)Nc1ccc2c(c1)OCO2	120*	-22%	-32%	26%	66	-6%	57*
COc1cc(OC)cc(C(=O)Nc2ccccc2C(=O)NCc2cccnc2)c1	-12	-1%	-5%	4%	19	-16%	-7
CNC(=S)N1C2CCC1CC(NC(=O)NC13CC4CC(CC(C4)C1)C3)C2 (stereo unspecified)	12	1%	?	0%	19	-1%	-2
CCC1(CC)C(=O)C2=C3C1[C@H](C(=O)OC)C=C(C(=O)OC)C[C@H]3[C@H]1C(=O)NC(=O)[C@H]1[C@H]2C (stereo partly specified)	-6	-3%	/	-2%	-2	/	-1
O=C(COc1ccc(S(=O)(=O)N2CCCC2)cc1)NCCC1=CCCCC1	-7	-4%	16%	-4%	-10	-14%	-3
O=C(C[n+]1ccccc1)N/N=C/c1ccco1	-8	-10%	-5%	-12%	-21	-6%	-1
O=c1[nH]c(SCc2ccccc2)nnc1-c1ccccc1	36*	-13%	-22%	-15%	41	1%	11*
CC(Sc1nnc(C2CC2)n1C1CC1)C(=O)N(C)Cc1cccc(F)c1 (stereo unspecified)	/	/	35%	0%	-4	1%	/
Cc1ccc(S(=O)(=O)Nc2cccc3ccc[n+](C)c23)cc1	-5	-27%	/	/	/	/	-2
C#CCOCCOCCOCCNc1nc(N2CCN(C(=O)[C@H](CCCCN)n3cc(C(N)COC(=O)C(F)(F)F)nn3)CC2)nc(N2CCN(C(=O)[C@H](CCCCN)n3cc(C(N)CC(C)C)nn3)CC2)n1 (stereo partly specified)	-8	2%	150%[activator]	/	/	0%	-6
COc1ccc(C2C3=C(CC(C)(C)CC3=O)Oc3ncn(Cc4ccco4)c(=N)c32)cc1 (stereo unspecified)	21	13%	29%	-10%	9	-10%	2
CC1CN(S(=O)(=O)c2ccc(C(=O)OCc3ccc(C#N)cc3)cc2)CC(C)O1 (stereo unspecified)	/	/	63%[activator]	-4%	25	6%	/
COc1ccc(-c2ccc(-c3noc(-c4ccco4)n3)c(OC)n2)cc1	51*	-3%	-23%	0%	38	3%	23*
O=C(Nc1ccccn1)c1ccc2c(=O)n3c(nc2c1)CCCCC3	/	/	-24%	?	148	-3%	/
CC(=O)Nc1ccc(S(=O)(=O)N=S(C)C)cc1	-5&-6	-1%&2%	-14%&4%	5%	-20	?	4&-4
NC(=O)c1ccc(-n2nnnc2SCC(=O)Nc2ccc(N3CCOCC3)c(Cl)c2)cc1	-2	0%	-30%	10%	-25	-5%	6
Cc1c(O)cc2n(c1=O)-c1ccc(Cl)cc1C2(C)C	4	12%	-39%	-10%	-16	-10%	-2
CCCc1[nH]nc2c1C1(C(=O)N(CC)c3ccccc31)C(C#N)=C(N)O2 (stereo unspecified)	-16	1%	-6%	2%	-13	-10%	3
C=CCn1c(C)cc(C(=O)CSc2ccc(NC(C)=O)cc2)c1C	114*	5%	-2%	13%	?	6%	43*
CCn1c(N)c(C(=O)NCCCOC)sc1=S	11	-12%	15%	24%	31	1%	-1
CCc1ccccc1NS(=O)(=O)c1ccc(SC)cc1	11	-6%	-27%	3%	-31	0%	7
COc1ccc(N(C)S(=O)(=O)c2cccc(C(=O)NC3CCCCCC3)c2)cc1	3	-6%	-14%	-9%	-7	-9%	-1

# The list goes on.
canonical_smiles	Shiga inhibitor	FBPA Giardia inh	AmpC no deterg	AMA1 RON2 block	HCMV inh	AmpC inh detg	CHX counter
NC(=O)Nc1ccc(C(=O)OCC(=O)N2CCc3ccccc3C2)cc1	/	/	-20%	0%	0	?	/
COc1ccc(CNC(=O)CSc2nnc(C(F)(F)F)n2C)cc1	15	1%	-5%	11%	10	-1%	2
S=C1CCSc2ccc(Cl)cc2N1	-10	-1%	-6%	75%[activator]	3	3%	-4
O=C(c1ccco1)N1N=C(c2ccc(Br)cc2)CC1(O)C(F)(F)F (stereo unspecified)	-3	1%	-27%	20%	?	-2%	-1
Cc1ccccc1Nc1nc(N)nc(CSc2nnc(-c3ccccc3)n2C)n1	31	-3%	2%	7%	?	2%	18*
O=C(CCCC(=O)N(CC(=O)NC1CCCC1)Cc1ccc2c(c1)OCO2)Nc1ccccn1	-7	-6%	-8%	5%	-6	-20%	-2
CCOC(=O)C1CCN(C(=O)Nc2ccc3nccnc3c2)CC1	2	-19%	-23%	-2%	-29	-1%	-3
C[C@@H]1CN([C@H](C)CO)C(=O)Cc2cc(NS(=O)(=O)c3cn(C)cn3)ccc2O[C@H]1CN(C)S(=O)(=O)c1ccc(Cl)cc1	/	/	256%[activator]	5%	24	/	/
COc1cccc(C2CC(c3ccc(C)cc3)n3ncnc3N2)c1 (stereo unspecified)	-5	9%	12%	12%	11	?	-2
[O-][n+]1c2c(nn1-c1ccccc1Cl)-c1nonc1CC2	-6	10%	-10%	14%	32	?	5
Cc1cc(C)cc(C(=O)NCCn2cc(SCC(=O)N3CCOCC3)c3ccccc32)c1	-7	7%	110%[activator]	-1%	-10	?	-2
Cc1cnc(C(=O)OC(C(=O)Nc2cc(C(F)(F)F)ccc2Cl)c2ccccc2)cn1 (stereo unspecified)	-1	-3%	112%[activator]	15%	-6	-2%	-1
O=C(O)c1cc(S(=O)(=O)N2CCN(C(=O)c3ccco3)CC2)c(Cl)cc1Cl	-11	-8%	-7%	2%	0	-10%	-5
O=C(CSc1ccccc1)N1CCCC(Nc2ccccc2)C1 (stereo unspecified)	-2	-6%	2%	-16%	-37	-10%	-1
CC1(C)CNC(=O)CC(C)(C)N1	25	-1%	-17%	-4%	22	0%	-3
COc1ccccc1/C=C\C=N\n1c(-c2ccc(Cl)cc2)n[nH]c1=S	-8	14%	-40%	56%[activator]	?	?	-1
CC(C)COc1ccc(C(=O)OCC(=O)NCc2cccs2)cc1	/	/	-12%	-10%	-7	/	/
CC(C)NS(=O)(=O)c1ccc2c(c1)NCC2	-6	3%	-14%	-5%[2.32 µM]	14	?	1
O=C(N/N=C/c1ccc(OCc2ccc(F)cc2)cc1)c1ccccc1	-9	0%	-22%	-15%	-12	2%	-6
CC(C)NC(=O)CSc1ccccc1C(=O)N1CCN(S(=O)(=O)Cc2ccccc2)CC1	/	/	28%	-19%	-8	?	/
COc1ccc(N2CCN(C(=O)c3cc(C)on3)CC2)cc1	1	10%	-4%	2%	-4	4%	-3
CCC(C)c1ccccc1OCCn1ccnc1 (stereo unspecified)	-18	?	-20%	-29%	-38	-2%	-5
CCOC(=O)c1sc(=S)n(-c2ccc(C)cc2)c1SC	15	12%	-26%	-7%	?	-13%	6
